HepG2 viability – kills HepG2 cells in TGF-b inhibitor counter-screen; HepG2 CAGA-GFP viability, ATP luminescence, 18 h; Potency, µM (doses to about 46.1 µM), inactives show at the top dose activity change, negative = cytotoxicity, actives largely listed as cytotoxic; 0.76% of 410,000 active; AID 588856; note: potency is the fitted concentration of half-maximal effect; some results filed as inactive show a strong effect at the top dose
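HepG2 CAGA-GFP cells (1000/well, DMEM with 1% FBS) received compound, then TGF-beta at 500 pg/mL final, and were incubated 18 hours at 37 degrees C. Viability was read by CellTiter-Glo luminescence. Media-only wells were set as complete cell-killing and DMSO as no toxicity.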
TGFb inhibitor – inhibitors of TGF-b signaling; HepG2 CAGA-GFP TGF-b/SMAD3 reporter, GFP fluorescence, 18 h; TGF-beta stimulated, 500 pg/mL final; Potency, µM (top dose mostly 46.1 µM), for inactives: at the highest dose activity, negative = inhibition, usual class: inhibitors; 1.2% of 410,000 active; AID 588855; note: potency is the fitted concentration of half-maximal effect; % is set by controls: 0 for no effect and ±100 for the full control effect; nearly all actives have a fitted effect of over 65% in size
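HEPG2 CAGA-GFP reporter cells (1000/well, DMEM with 1% FBS) received compounds, then recombinant TGF-beta at 500 pg/mL final for 18 hours at 37 degrees C. Per-cell GFP summed per well was normalised to unstimulated and stimulated DMSO controls before curve fitting.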
S2 tox – cell viability loss in ATXN counter-screen. S2 cells (HEK-293 line with an ATXN2-luciferase reporter) viability, CellTiter-Fluor protease fluorescence, 24 h. Potency, µM (highest dose often 56.7 µM), usual class: cytotoxic. 0.49% of 400,000 active; note: potency is the fitted concentration of half-maximal effect; nearly all actives have a fitted effect of over 40% in size
A549 viability – kills or reduces viability of A549 cells in Nrf2 counter-screen | A549 ARE-Fluc cells, CellTiter-Fluor viability, 18-24 h | AID 504648 | Potency, µM (top dose mostly 46 µM), for inactives: top-dose activity change, negative = cytotoxicity, most hits filed as inhibitors | 0.16% of 390,000 active; note: potency is the fitted concentration of half-maximal effect; % is set by controls: 0 for no effect and ±100 for the full control effect
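A549 ARE_Fluc cells in 5% FBS OPTI-MEM were exposed to compounds in concentration-response for 18-24 h at 37 deg C. Viability was read by CellTiter-Fluor fluorescence (Ex 405/Em 525) after 30 min, before the luciferase read.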
Nrf2 activator – activators of Nrf2 (ARE) signaling; AREc32 ARE-luciferase reporter (MCF7-derived line), luminescence, 24 h; Potency, µM (doses to about 46.1 µM), inactives show at the highest dose activation, usual class: activators; 0.31% of 410,000 active; note: potency is the fitted concentration of half-maximal effect; % of control where 0% means no effect; nearly all actives have a fitted effect of over 65% in size
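ARE-driven firefly luciferase activity in AREc32 cells measured after a 24 hr compound exposure at 37 deg C, using Steady-Glo reagent and a 30 min room-temperature hold.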
ATXN2 expr inh – inhibitors of ATXN2 expression | HEK-293 ATXN2-luciferase reporter, luminescence, 24 h | Potency, µM (highest dose often 57 µM), without a hit: at the highest dose activity change, negative = inhibition, hits mostly inhibitors | 0.72% of 360,000 active | AID 1745845; note: potency is the fitted concentration of half-maximal effect; % is set by controls: 0 for no effect and ±100 for the full control effect; nearly all actives have a fitted effect of over 55% in size
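qHTS (up to 57 uM final) was run with 24 h compound exposure of reporter cells at 37 °C. Each well was multiplexed: SteadyGlo luminescence measured ATXN2-luciferase expression after a fluorogenic Gly-Phe-AFC viability readout (25 uM final).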
Nrf2 block – Nrf2 pathway inhibition; A549 ARE-Fluc reporter, luciferase luminescence, 18-24 h; Potency, µM (highest dose often 46 µM), without a hit: top-dose activity change, negative = inhibition, usual class: inhibitors; 2.1% of 360,000 active; AID 504444; note: potency is the fitted concentration of half-maximal effect; % is set by controls: 0 for no effect and ±100 for the full control effect; nearly all actives have a fitted effect of over 60% in size
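In this cell-based qHTS, ARE-driven firefly luciferase in A549 cells reports Nrf2 activity; the luminescent signal after BugLite lysis is the measured value, with a prior CellTiter-Fluor read for cell health.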
EPAC2 agonist – activates human EPAC2 exchange factor | 0.079% of 360,000 active | AID 720711 | EPAC2 activation, biochemical qHTS; response scale: 100% = 6.5 mM cAMP response | Q8WZA2 | Potency, µM (series often up to 154 µM), for the others: at the top dose activation, hits mostly activators; note: potency is the fitted concentration of half-maximal effect; nearly all actives have a fitted effect of over 50% in size
Target sequence (Q8WZA2 whole entry, looked up): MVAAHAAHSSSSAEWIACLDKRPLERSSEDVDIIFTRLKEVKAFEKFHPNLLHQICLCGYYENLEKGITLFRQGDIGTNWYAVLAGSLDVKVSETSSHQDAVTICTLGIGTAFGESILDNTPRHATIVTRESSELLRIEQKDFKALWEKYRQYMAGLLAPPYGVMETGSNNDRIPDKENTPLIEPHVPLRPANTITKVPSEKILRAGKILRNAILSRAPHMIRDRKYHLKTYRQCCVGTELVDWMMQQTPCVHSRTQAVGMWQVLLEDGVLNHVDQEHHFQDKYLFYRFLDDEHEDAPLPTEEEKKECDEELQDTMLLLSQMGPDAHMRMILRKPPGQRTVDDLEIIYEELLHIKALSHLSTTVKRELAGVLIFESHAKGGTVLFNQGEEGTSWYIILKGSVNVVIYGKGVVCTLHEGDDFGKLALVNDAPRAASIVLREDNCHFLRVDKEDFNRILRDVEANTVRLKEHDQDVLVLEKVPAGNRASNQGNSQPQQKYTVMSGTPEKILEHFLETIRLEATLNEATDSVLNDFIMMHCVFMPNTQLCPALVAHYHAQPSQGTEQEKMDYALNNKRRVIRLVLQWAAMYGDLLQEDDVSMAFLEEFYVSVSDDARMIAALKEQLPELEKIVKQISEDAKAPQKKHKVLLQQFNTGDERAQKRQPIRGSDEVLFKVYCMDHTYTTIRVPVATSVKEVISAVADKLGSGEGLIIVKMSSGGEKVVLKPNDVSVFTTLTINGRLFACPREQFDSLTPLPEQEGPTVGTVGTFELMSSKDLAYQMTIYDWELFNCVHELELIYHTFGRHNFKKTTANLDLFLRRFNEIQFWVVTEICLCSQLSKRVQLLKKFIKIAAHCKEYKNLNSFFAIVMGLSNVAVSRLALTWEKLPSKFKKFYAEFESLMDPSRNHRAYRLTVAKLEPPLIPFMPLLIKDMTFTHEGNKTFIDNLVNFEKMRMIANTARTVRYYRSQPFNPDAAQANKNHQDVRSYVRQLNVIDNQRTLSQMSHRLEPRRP
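Compounds were titrated in qHTS against a Rap1B-BODIPY-GDP (250 nM) complex with EPAC2 (100 nM) and GDP (50 uM). BODIPY-GDP release tracked at 480/540 nm over 30 min at room temperature, normalized to 6.5 mM cAMP.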
IL-2 act – IL-2 activation. IL-2 activation reporter assay, cell-based qHTS; stimulated with anti-CD3/CD4/CD28 beads; in transgenic mouse T cells. activation, % (series mostly up to about 46 µM). 0.065% of 360,000 active; in the data active = activation above about 50%; inconclusive = mostly about 30% to 49%; note: 0% is about no effect
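Readout is EGFP and DsRed signal by fluorescent plate cytometry after 18 h at 37 degrees C. Transgenic mouse T cells (750/well) received compound for 60 min before bead stimulation (anti-CD3, anti-CD4, anti-CD28); memory T cells served as non-tolerant control.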
* marks the source's active call; other numbers are inactive results; i = inactive; ? = inconclusive; nt = not tested or not shown; & = joins results of further samples; [ ] = dose if it differs, or a comment. Unless noted, calls come from the whole dose curve; as a rule, active = well fitted curve in the direction sought with a large enough effect; inconclusive = small, poorly fitted or top-dose-only effect, or another doubt; inactive = no such curve, though single readings can be large; an effect the other way counts as inactive or inconclusive.

Compound | HepG2 viability | TGFb inhibitor | S2 tox | A549 viability | Nrf2 activator | ATXN2 expr inh | Nrf2 block | EPAC2 agonist | IL-2 act
COc1ccccc1N(CC(=O)NC1CCCCC1C)S(=O)(=O)c1cccs1 (centres undefined) | -17% | 6% | ? | -1% | 0.3% | 1% | 3% | -5% | 0.6
CC(C)c1cc(-c2cc(C(=O)NCc3ccccc3)on2)nc(NCC2CC2)n1 | -12% | ? | i | 8% | 3.0% | -17% | -30% | 10% | 0.4
Cc1ccccc1CNC(=O)c1ccc(CSCc2ccccc2)cc1 | -19% | -3% | i | -2% | -1.0% | -3% | -10% | 6% | -0.3
CCOC(=O)Cn1cnc2c(nnn2-c2cccc(OC)c2)c1=O | -5% | 12% | i | 1% | -0.5% | nt | 4% | -2% | -0.4
CC1(C)C2CCC(C2)C1(C)NC(=O)CNCC1CCCCC1 (centres undefined) | -26% | -19% | ? | -20% | 0.7% | -17% | ? | 7% | -3.3
COc1cccc(OCc2cc(C(=O)N3CCN(C4CCCCC4)C(=O)C3)no2)c1 | -26% | -29% | i | 0% | 0.5% | -2% | 7% | 1% | -2.6
O=C(N/N=C/c1cccc2ccccc12)C(=O)N1CCCC1 | -3% | -16% | i | 2% | -1.2% | 1% | ? | -5% | 4.2
Cc1ccc(-c2nn(-c3ccccc3)cc2/C=N/n2c(-c3cccs3)n[nH]c2=S)cc1 | -40% | ? | i | 1% | 2.3% | 29% | 2% | 7% | -2.3
NC(=O)C1(N2CCCCC2)CCN(S(=O)(=O)c2ccccc2)CC1 | -10% | 5% | ? | -18% | -0.4% | -4% | 6% | -2% | 0.9
O=C(c1ccncc1)N1CCN(S(=O)(=O)c2cccc(C(F)(F)F)c2)CC1 | 6% | 8% | i | -2% | 0.0% | 3% | 5% | -1% | 0.3
O=C(CCS(=O)(=O)c1ccc(F)cc1)Nc1nnc(-c2cccs2)o1 | 0% | ? | ? | -3% | ? | 13% | 4% | 3% | -4.6
CC(C)n1cc(NC(=O)COc2ccccc2Cl)cn1 | 11% | 3% | i | 1% | 0.8% | 12% | ? | 16% | 0.3
COc1ccc(CCNC(=O)C(=O)NCc2cccs2)cc1OC | -5% | -9% | i | -3% | 0.1% | nt | 11% | 7% | -3.1
CC(=O)Nc1ccc(NC(=O)CSc2nc(N)c(NC(=O)c3ccco3)c(=O)[nH]2)cc1 | -17% | -3% | i | 1% | 18% | 10% | 0% | 1% | 0.6
COc1ccc2[nH]c(C(=O)O)c(NC(=O)c3ccccc3[N+](=O)[O-])c2c1 | -1% | -7% | i | 0% | 0.0% | 19% | 8% | -4% | -1.8
Cc1sc(N)nc1-c1ccc2c(c1)OCCO2 | -4% | -3% | i | 0% | 0.2% | nt | 3% | 2% | 0.8
COc1ccc(C)cc1NC(=O)CSc1nnc2ccc(-c3ccccn3)nn12 | -13% | -14% | i | -6% | 0.3% | 3% | -9% | -1% | -3.3
O=C(NC1CCCCC1)C(c1ccc(F)cc1)N(Cc1ccco1)C(=O)c1csnn1 (centres undefined) | 3% | 2% | i | -6% | 0.2% | -16% | -1% | 8% | 4.4
COc1ccc(CN(C)C(=O)[C@H]2O[C@@H](n3ccc(=O)[nH]c3=O)[C@H](O)[C@@H]2O)cc1OC | 14% | 16% | i | nt | -0.6% | 1% | nt | 5% | -0.6
CCCN(CC(=O)Nc1ccc(F)c(F)c1F)C(=O)Cc1ccc(S(=O)(=O)N2CCOCC2)s1 | 6% | 4% | ? | ? | 3.9% | nt | -6% | 4% | 0.5
COc1ccc(-c2cn(Cc3ccc(C(=O)c4ccccc4)cc3)nn2)cc1 | -30%&1% | 10µM* | ? | 4% | 5.8% | 24% | ? | ? | 0.1
COc1ccc(CNC(=O)CSc2ncnc3ccccc23)cc1OC | 1% | 2% | i | -3% | 5.0% | 7% | -10% | 6% | -0.2
COc1ccccc1/C=C1/C(=O)N(c2ccc([N+](=O)[O-])cc2)N=C1C | -4% | -10% | i | -1% | 0.1% | nt | -2% | 2% | 0.5
Cn1c(=O)oc2cc(S(=O)(=O)NCCC(=O)Nc3ccc(F)cc3F)ccc21 | 6% | ? | i | -1% | -0.4% | 2% | -3% | nt | nt
COc1ccc(C(=O)C2CCCN(Cc3cccn3-c3nccs3)C2)cc1F (centres undefined) | -29% | ? | i | -9% | 4.8% | ? | -11% | -7% | -4.1
CC1CCN(C(=O)CN2C(=O)C(=O)N(C)C2=O)c2ccccc2S1 (centres undefined) | 4% | -16% | i | -2% | -0.8% | 2% | 7% | 4% | 0.5
C/C(=C\C(=O)c1ccccc1)Nc1ccc2c(c1)OCO2 | -36% | -13% | i | -4% | 4.3% | 74%[activator] | ? | 6% | -0.3
CC1CCN(C(=O)COC(=O)C2CCN(S(=O)(=O)c3c(Cl)cccc3Cl)CC2)CC1 | 2% | -8% | i | 2% | 1.5% | -13% | -18% | 9% | -3.7
O=C(CC1C(=O)NCCN1Cc1c(F)cccc1Cl)NCCCn1ccnc1 (centres undefined) | 0% | 9% | i | -4% | -0.1% | 7% | 0% | 3% | 0.6
CN(CCC#N)C(=O)COC(=O)c1c2c(nc3ccccc13)/C(=C/c1ccco1)CC2 | 9% | -2% | nt | -3% | 21% | 35%[activator] | 12% | 1% | 1.9

Taken from above:
Value for CCOC(=O)Cn1cnc2c(nnn2-c2cccc(OC)c2)c1=O in HepG2 viability: -5%
Value for O=C(c1ccncc1)N1CCN(S(=O)(=O)c2cccc(C(F)(F)F)c2)CC1 in EPAC2 agonist: -1%
Value for CC(C)c1cc(-c2cc(C(=O)NCc3ccccc3)on2)nc(NCC2CC2)n1 in A549 viability: 8%

The listing continues.
Compound | HepG2 viability | TGFb inhibitor | S2 tox | A549 viability | Nrf2 activator | ATXN2 expr inh | Nrf2 block | EPAC2 agonist | IL-2 act
COc1ccc(C2NCCn3cccc32)cc1 (centres undefined) | -13% | -6% | i | -7% | -0.3% | 1% | -4% | 4% | -1.1
[O-]C1=N[N+](=C(c2ccccc2)c2ccccc2)C1 | -1% | -3% | i | 0% | -0.8% | -10% | ? | -6% | -2.8
COCCCNC(=O)CN1C(=O)c2cccnc2Sc2ccccc21 | -1% | 6% | i | -1% | 1.1% | 9% | ? | nt | nt
COc1ccc(-c2noc(CNC(=O)c3ccco3)n2)cc1 | -14% | -18% | nt | -1% | 0.7% | nt | 8% | nt | nt
N#Cc1cccc(NC(=O)Cn2cnc(S(=O)(=O)N3CCOCC3)c2)c1 | 2% | 5% | i | 7% | -0.2% | 3% | 3% | -6% | -3.6
CN(C[C@@H](CC1CCCCC1)N(C[C@H](Cc1ccccc1)N(CCc1ccccc1)N=O)N=O)N=O | 12% | -5% | ? | 1% | 0.0% | -1% | -4% | 7% | -2.5
CCOc1ccc(N2CC(c3nc4ccccc4n3Cc3cccc(C)c3)CC2=O)cc1 (centres undefined) | -32% | ? | ? | -11% | 6.9% | ? | ? | nt | nt
O=C1OC[C@@H]2CCCN2C(=O)[C@H](CC(=O)N(CCO)Cc2ccccc2)C/C=C\CC[C@H]1Cc1ccc(F)cc1 | -10% | -30% | i | -4% | 0.0% | -21% | -13% | 10% | -3.0
O=C(Nc1ccc(F)cc1)c1cc2cc(Cl)ccc2[nH]1 | 10% | 15% | i | 1% | 3.1% | nt | 16% | -4% | -1.0
CN(C1=NS(=O)(=O)N=C(N(C)c2ccccc2)O1)c1ccccc1 | -8% | ? | ? | nt | ? | nt | nt | 6% | -2.9
CCCCc1ccc(C2C3=C(CC(C)(C)CC3=O)NC3=C2C(=O)c2ccccc23)cc1 (centres undefined) | 3% | ? | ? | ? | 0.5% | -35% | ? | -10% | -3.0
CC[C@H](C)[C@H](NC(N)=O)C(=O)NNC(=O)c1ccc(COc2cccc3cccnc23)cc1 | -9% | 10% | i | 6% | -0.2% | 5% | 1% | -7% | -0.4
CCc1ccc(NC(=O)CSC2=Nc3ccccc3C3=NC(CC(=O)NCc4ccccc4)C(=O)N23)cc1 (centres undefined) | -16% | 26% | nt | -13% | 6.6% | nt | nt | nt | nt
COCCCNC(=O)C1CCC(Cn2c(=O)c3sccc3n(C)c2=O)CC1 (centres undefined) | 2% | 21% | i | 4% | 0.1% | 2% | -2% | nt | nt
Cc1cccc(N2CCN(C(=O)CN3C(=O)NC4(CCCCCC4)C3=O)CC2)c1C | 6% | 1% | i | 2% | 0.0% | 1% | -18% | 9% | -0.9
CCCCNC(=O)C(NC(=O)c1cccnc1)C(=O)c1ccccc1 (centres undefined) | 3% | -7% | i | nt | -0.7% | 5% | nt | 2% | -0.1
COc1cc(C(=O)N=c2sc3c(C)ccc(OC)c3n2C)cc(OC)c1OC | 0% | 3% | i | -6% | -0.1% | -6% | ? | 5% | -2.4
COc1ccc(-c2csc3ncnc(N4CCN(S(=O)(=O)c5ccc(C)cc5)CC4)c23)cc1 | 9% | 2% | i | -8% | 0.6% | -14% | ? | 5% | -0.5
CCOC(=O)[C@]12CCCC=C1N(Cc1ccco1)C(=O)[C@H](CC(=O)NCC13CC4CC(CC(C4)C1)C3)C2 | nt | nt | ? | nt | -2.0% | -36% | nt | 7% | -0.8
Cn1c(N)c(C#N)c(C#N)c1-c1ccccc1 | 11% | 16% | i | 7% | -1.7% | 0% | nt | 5% | 0.6
